aSyn yeast rescue = inhibitors of alpha-synuclein toxicity in yeast; 94,000 tested, 0.02% active; Potency, µM (series often up to 46.1 µM), for inactives: at the highest dose growth rescue (activation), usual class: activators; AID 1347070; S. cerevisiae alpha-synuclein toxicity rescue, BacTiter-Glo growth, 24 h; active means well fitted activation curve with a large enough effect; inconclusive means small, poorly fitted or top-dose-only effect; further: 0% is about no effect
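Growth restoration measured by BacTiter-Glo luminescence after 24 hr at 30 deg C; alpha-synuclein yeast, raffinose-pregrown to mid-log, were added at OD600=0.02 in galactose medium onto pinned compounds.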
Active calls of the source: *; u = inconclusive; & = joins results of further samples; [ ] = dose if it differs, or a comment. Potency means the concentration at half of the fitted maximal effect. Only part of the results is shown; the hit share may differ from the screen's.

Sample of the layout (6 entries):
Compound,aSyn yeast rescue
CCCNC(=S)N1CCCC(c2nc3ccccc3[nH]2)C1 (configuration not stated),-16%
COc1cccc(NC(=O)c2ccc3[nH]c(C)cc(=O)c3c2)c1,-8%
O=c1[nH]c(SCc2c(F)cccc2Cl)nc2c1CCCC2,2%
Cc1ccc(NC(=O)NC(=O)N(C2CCCCC2)S(=O)(=O)c2ccccc2)cc1,7%
CCC(C(=O)NC1CCCCC1)n1c(SCc2ccccc2F)nc2ccncc21 (configuration not stated),-8%&1%
CCOc1ccc(CCNC(=O)CSc2nnnn2-c2ccccc2Cl)cc1OCC,8%

This part in full, from the first entry:
Compound,aSyn yeast rescue
CCCNC(=S)N1CCCC(c2nc3ccccc3[nH]2)C1 (configuration not stated),-16%
COc1cccc(NC(=O)c2ccc3[nH]c(C)cc(=O)c3c2)c1,-8%
O=c1[nH]c(SCc2c(F)cccc2Cl)nc2c1CCCC2,2%
Cc1ccc(NC(=O)NC(=O)N(C2CCCCC2)S(=O)(=O)c2ccccc2)cc1,7%
CCC(C(=O)NC1CCCCC1)n1c(SCc2ccccc2F)nc2ccncc21 (configuration not stated),-8%&1%
CCOc1ccc(CCNC(=O)CSc2nnnn2-c2ccccc2Cl)cc1OCC,8%
O=C(NCCCn1ccnc1)c1sc2cc([N+](=O)[O-])ccc2c1Cl,-3%
CC(NC(=O)c1ccco1)c1nc(-c2ccccc2Cl)no1 (configuration not stated),4%
CC(CNC(=O)c1cnn(-c2ccc(F)cc2)c1-n1cccc1)c1ccccc1 (configuration not stated),-36%[inhibitor]
Cc1cc(C)cc(NC(=O)c2ccc3oc(=O)c(S(=O)(=O)c4ccc(F)cc4)cc3c2)c1,-7%
COc1ccc(NC(=O)c2ccncc2)cc1S(=O)(=O)N1CCCCC1,-2%
CCOC(=O)c1nnsc1-c1ccc(-c2snnc2C(=O)OCC)cc1,-4%
O=S(=O)(c1cccc(-c2nnc3n2CCCCC3)c1)N1CCCC1,5%
CCOc1ccc(S(=O)(=O)Nc2ccc3oc4c(c3c2)CC(C)CC4)cc1 (configuration not stated),u
O=C(c1cnn(C(=O)COc2ccccc2F)c1)c1cc(F)ccc1O,-12%
Cc1cc(C)c(NC(=O)c2cc(S(=O)(=O)NCCC3=CCCCC3)ccc2F)c(C)c1,3%
COc1ccc(CCNC(=O)CCCN2C(=O)c3ccccc3C2=O)cc1,-7%
O=c1c(-c2ccccc2)c(O)cc(-c2ccncc2)n1-c1ccc(Cl)cc1,-4%
C[C@@H]1CN([C@@H](C)CO)C(=O)CCCn2nncc2CO[C@@H]1CN(C)C(=O)NC1CCCCC1,3%
Cc1cc2cccc(C)c2nc1SCC(=O)NCC1CCCO1 (configuration not stated),19%
O=C(NCc1ccccc1Cl)c1ccc(-n2cnc3cccnc32)cc1,4%
CCOC1OC(=O)C(Cl)=C1Nc1ccc(C)cc1 (configuration not stated),-1%
CCCCNC(=O)CCSc1nc(-c2ccc3c(c2)OCO3)cc(C(F)(F)F)n1,-10%
O=C(CSc1c2c(nc3ccccc13)CCC2)Nc1ccc(F)cc1,-14%
CCOc1ccccc1CNC(=O)c1cc2cc(S(=O)(=O)N3CCCCC3)ccc2n1C,7%

(cont.)
Compound,aSyn yeast rescue
CC1(C)CC(=O)C=C(c2ccc(COC(=O)c3cc(F)cc(F)c3)cc2)C1=O,-3%
O=C(c1ccc([N+](=O)[O-])s1)N1CCN(c2ncccn2)CC1,5%
O=C(CCN1C(=O)c2ccccc2C1=O)Nc1ccccc1C(F)(F)F,-10%
NS(=O)(=O)c1cc2c(cc1Cl)NC(CC1CCCC1)NS2(=O)=O (configuration not stated),-4%
CCCc1cc(=O)[nH]c2nnc(SC(C)CC)n12 (configuration not stated),1%
CC(NS(=O)(=O)c1cc2c3c(c1)CCC(=O)N3CCC2)c1ccccc1 (configuration not stated),-2%
Cn1cc(S(=O)(=O)NC(c2ccccc2)c2ccccc2)c(=O)n(C)c1=O,7%
CCOc1ccc(S(=O)(=O)N2CCN(c3ccc(C)cc3C)CC2)cc1,2%
CC(C)=CCc1c(-c2ccc(O)cc2O)oc2c3c(cc(O)c2c1=O)OC(C)(C)C=C3,-6%
CC(O)C(=O)N/N=C/c1ccccc1C(=O)O (configuration not stated),-11%
CCCCn1c(COc2cccc(OC)c2)nc2ccccc21,25%
CCOc1ccccc1NC(=O)c1cc2cc3cc(C)ccc3nc2s1,-8%
CCCCC(=O)NC1CC(=O)N(c2ccc3c(c2)OCCO3)C1 (configuration not stated),-9%
COc1ncnc2c1ncn2CCCN1CCN(C(=O)C2CC2)CC1,-3%
Cc1ccc(-c2ccc(/C=C3\SC(N4CCOCC4)=NC3=O)o2)cc1,14%
CCN(CC)c1cc(C)c2cc(NC(=O)/C=C/c3ccc(C)cc3)ccc2n1,-20%
CC(C)CC1NC(=O)N(Cc2nc3ccccc3s2)C1=O (configuration not stated),-1%
O=C(Cn1cc2c(n1)CCCCC2)Nc1ccccc1Cl,26%
CCCc1cc(=O)[nH]c2nnc(SCC(=O)Nc3nccs3)n12,-41%[inhibitor]
COc1ccc(/C=C(\NC(=O)c2ccccc2)C(=O)NC2CCCCC2)cc1,-4%
COCCn1c(SCC(=O)Nc2cc(C)on2)nc2c([nH]c3ccccc32)c1=O,-6%
Cc1cc(-c2ccc(C)c(S(=O)(=O)NCc3ccc(Cl)cc3)c2)on1,29%
COc1ccc(C(=O)C2CCCN(Cc3ccc4c(c3)OCCO4)C2)cc1F (configuration not stated),2%
CC(C)c1ccc(S(=O)(=O)N2CCN(C(=O)c3cc(-c4ccccc4)n[nH]3)CC2)cc1,3%
COC(=O)c1ccccc1NC(=O)Cc1nc(-c2ccc(OC)cc2)no1,-10%

The results go on:
Compound,aSyn yeast rescue
Cc1ccc(-n2nnc(-c3nsc(NC(=O)c4cccc(Cl)c4)n3)c2C)cc1C,-4%
CCOc1ccc(NC(=O)CSc2nc3ccsc3c(=O)n2Cc2ccc(C(=O)O)cc2)cc1,-9%
CC(=O)c1ccc(NC(=O)CSc2nc3c(=O)n(C)c(=O)n(C)c3n2C)cc1,4%
O=C(NCc1n[nH]c(=S)n1-c1cccc(Cl)c1)c1cccs1,-11%
O=C(N/N=C/c1cn[nH]c1-c1ccc(F)cc1)c1ccncc1,-3%
CC1CCN(S(=O)(=O)c2ccc3c(c2)N(CC(=O)NCC(C)c2ccccc2)C(=O)CO3)CC1 (configuration not stated),5%
Cc1ccc(C(=O)NCCNC(=O)COc2ccccc2Cl)cn1,-4%
CCc1nc(SCc2cc(=O)c3cc(C)ccc3[nH]2)n[nH]1,3%
C[C@@H]1CN([C@H](C)CO)C(=O)CCCn2cc(nn2)CO[C@H]1CN(C)S(=O)(=O)c1ccc(-n2cccn2)cc1,-8%
CC(=O)Nc1ccc(NC(=O)Cn2ccc([N+](=O)[O-])n2)cc1,-9%
CN1C(=O)C(C)(C)c2cc(S(=O)(=O)N3CCCC3C(=O)Nc3ccc(F)cc3)ccc21 (configuration not stated),6%
CCOC(=O)c1ccc(NS(=O)(=O)c2ccc3[nH]c4c(c3c2)CCCCC4)cc1,-12%
Cc1nc2ccccc2c(=O)n1NC(=O)C1CC1,0%
CCOc1ccc(NS(=O)(=O)c2ccc(C(=O)NCC(c3ccco3)N3CCCCC3)cc2)cc1 (configuration not stated),7%
CCCCCCCc1ccc(-c2ccc(O)cc2)nc1,13%
COc1ccccc1Nc1cc(C(=O)NCc2cccnc2)c2ccccc2n1,0%
CCN(CC)CCNC(=O)c1cn(CCOC)c(=O)c2c1c1ccccc1n2C,-6%
Brc1ccccc1C1N=C(c2ccccc2)NO1 (configuration not stated),7%
COc1cccc(NC(=O)CN(C)S(=O)(=O)c2ccc3nc(C)sc3c2)c1,4%
Cc1ccc(S(=O)(=O)N(C)C)cc1NC(=O)CSc1nc2ncc(Cl)cc2[nH]1,-6%
Cc1cc(C)cc(N2C(=O)N(CC(=O)c3ccc(Br)cc3)c3ccccc3S2(=O)=O)c1,-5%
Cc1ccc(C(=O)NC(=O)CSc2ncccc2C(=O)O)cc1,0%
Fc1ccc(Nc2nc(SCc3cccc(Cl)c3)nc3ccccc23)cc1,-27%
Cc1cc(NC(=O)C2CCCN(S(=O)(=O)c3cccc4nsnc34)C2)ccc1Br (configuration not stated),8%
COC(=O)c1c(C)sc(-c2c(-c3ccc4c(c3)OCCO4)[nH]c3c2c(=O)n(C)c(=O)n3C)c1O,4%

Next records follow.
Compound,aSyn yeast rescue
O=C(COC(=O)CCc1ccc(S(=O)(=O)N2CCOCC2)cc1)NC(=O)NC1CCCCC1,13%
COc1cccc(CNc2cc(C)nc3nc(-c4ccc(C)cc4)nn23)c1,-10%
Nc1nc(-c2ccc([N+](=O)[O-])cc2)c(C(=O)Nc2ccc(Cl)cc2)s1,-7%
Cc1ccc([C@H]2C[C@H](O)[C@@H](n3cc(COC(=O)c4ccccc4)nn3)CN2Cc2cccs2)cc1,6%
Cc1[nH]c(=O)nc(SCc2ccc(Cl)c(Cl)c2)c1C#N,-4%
N#C/C(=C\c1cccc(F)c1)c1nc(-c2cc3c(ccc4ccccc43)oc2=O)cs1,-4%
O=S(=O)(NN=C1CCCCCCC1)c1ccccc1,2%
N=C1/C(=C/c2coc3ccccc3c2=O)C(=O)N=C2SC(c3ccco3)=NN12,-74%[inhibitor]
Cc1cccc(-n2c(=O)c3ccccc3n(Cc3ccccc3)c2=O)c1,u
CCOC(=O)N1CCc2c(sc3c2c(=O)n(Cc2ccccc2)c(=O)n3Cc2cc(C)ccc2C)C1,-1%
CN(C)S(=O)(=O)c1ccc(C(=O)N2CC(=O)Nc3ccc(Br)cc3C2c2ccc(F)cc2)cc1 (configuration not stated),6%
Cc1cc(C)c(NC(=O)CSc2nc(=O)n(Cc3cccnc3)c3c2CCC3)c(C)c1,4%
CCOc1cc(C(=O)Nc2ccc(S(=O)(=O)Nc3cnc4ccccc4n3)cc2)cc(OCC)c1OCC,5%
CCOC(=O)N1CCN(C(=O)c2ccc3c(c2)N(Cc2ccccc2)CCS3)CC1,-3%
CCCOc1ccc(CNC(=O)C(NS(=O)(=O)c2cccs2)C(C)C)cc1 (configuration not stated),-3%
Cc1ccccc1OCC(=O)Nc1cc(S(=O)(=O)N2CCCCC2)ccc1N1CCN(C)CC1,5%
CCN1CCN(Cc2ccc(NC(=O)c3cc(NC(=O)c4cncc(-c5cccs5)c4)cc(OC)c3)cc2C(F)(F)F)CC1,-10%
CCCN(C(=O)C1CSC2(C)CCC(=O)N12)c1c(N)n(Cc2ccccc2)c(=O)[nH]c1=O (configuration not stated),0%
COc1cccc(CNC(=O)CNS(=O)(=O)c2ccc3nc(C)sc3c2)c1,5%
Cn1c(SCC(=O)N2CCCC2)nnc1-c1cccs1,-8%
CCn1c(SCC(=O)Nc2nncs2)nnc1-c1ccco1,2%
CCc1csc(CNC(=O)C2CCC(=O)N(Cc3cccc(OC)c3)C2)n1 (configuration not stated),7%
C/C(=N\Nc1nc(N2CCOCC2)nc(N2CCOCC2)n1)c1cccc([N+](=O)[O-])c1,1%
Cc1ccc(NC(=O)CN2CCN(S(=O)(=O)c3ccc(C(C)C)cc3)CC2)cc1F,25%
Cc1ccc(CCNC(=O)C2CC(=O)N(CCc3ccc(C)cc3)C2)cc1 (configuration not stated),6%

(more compounds)
Compound,aSyn yeast rescue
O=C(Nc1ccc(Br)cc1)C(c1ccccc1)c1ccccc1,7%
O=C(CCC(=O)N1Cc2ccccc2Oc2ncccc21)NCc1cccc(Cl)c1,0%
O=C1CN(C(=O)COc2ccc(Cl)cc2Cl)c2ccccc2N1,2%
COc1cccc(-c2ncnn2-c2sc3c(c2C#N)CCCCC3)c1OC,9%
COC(=O)[C@H](Cc1ccccc1)NC(=O)N1CCCCC1,8%
CCn1c(=O)cc(OCC(=O)NCc2ccccc2OC)c2ccccc21,-4%
O=C(NNC1=Nc2ccccc2SC1)c1cccc([N+](=O)[O-])c1,-8%
CCOC(=O)c1cc(-c2ccc(OC)cc2)n(CCC(=O)Nc2ccc(OC)cc2OC)c1C,8%
CCOc1cc(/C=N/Nc2nc(-c3cccs3)c(NC(C)=O)s2)ccc1O,1%
CCN(CC)S(=O)(=O)c1ccc(/C=C/C(=O)NC2CCCCC2)cc1,0%
CC1(c2ccc(Cl)cc2)NC(=O)N(CC(=O)N2CCN(S(=O)(=O)c3ccccc3)CC2)C1=O (configuration not stated),-9%
Cc1[nH]c(=S)[nH]c(=O)c1CCC1OCCO1,-4%
COc1ccc(OC)c(CNC(=O)c2coc(=O)c3ccccc23)c1,2%
CCN1C(=O)[C@H]2[C@@H](c3ccc(C(F)(F)F)cc3)N[C@]3(CCCN(CC4CCCCC4)C3=O)[C@H]2C1=O,0%
CC(=O)N/C(=C\c1ccccc1)C(=O)OCC(=O)NC(=O)c1ccccc1,-2%
CCOC(=O)Nc1ccc2c(c1)C(=NNC(=S)NC)c1ccccc1-2,-9%
CC(C)C(NC(=O)c1c(F)cccc1F)C(=O)N1CCN(c2ccccc2F)CC1 (configuration not stated),-10%

Single entries from the list.
In aSyn yeast rescue, CCOC(=O)c1cc(-c2ccc(OC)cc2)n(CCC(=O)Nc2ccc(OC)cc2OC)c1C is listed with 8%
In aSyn yeast rescue, O=C(NNC1=Nc2ccccc2SC1)c1cccc([N+](=O)[O-])c1 is listed with -8%
In aSyn yeast rescue, COC(=O)[C@H](Cc1ccccc1)NC(=O)N1CCCCC1 is listed with 8%
In aSyn yeast rescue, CCN1C(=O)[C@H]2[C@@H](c3ccc(C(F)(F)F)cc3)N[C@]3(CCCN(CC4CCCCC4)C3=O)[C@H]2C1=O is listed with 0%
In aSyn yeast rescue, CC(C)C(NC(=O)c1c(F)cccc1F)C(=O)N1CCN(c2ccccc2F)CC1 (configuration not stated) is listed with -10%
In aSyn yeast rescue, CCOC(=O)Nc1ccc2c(c1)C(=NNC(=S)NC)c1ccccc1-2 is listed with -9%
In aSyn yeast rescue, Cc1[nH]c(=S)[nH]c(=O)c1CCC1OCCO1 is listed with -4%

Compound activity as filed in PubChem.
